Screens (PubChem)
NCI-60 one-dose screen, 48 h, at 10 µM unless noted. Numbers give growth in % (100 = growth as untreated, 0 = no growth, -100 = all killed).
UACC-62 = UACC-62 melanoma; hit rate 5.4% among 81,000; AID 1794756; active means growth percent below 10
* = called active by the depositor; & = joins results of further samples; ! = repeats disagree; [ ] = another dose, or the depositor's remark. These rows are one share of the data. The share of hits here may be higher or lower than overall.

SMILES	UACC-62
Cc1nc(C(N)=S)sc1C(=O)CC(=O)C(=O)Nc1nc2ccccc2[nH]1	48&66[100 µM]
CCc1cc(Cc2cc(CC)c(NC(=O)C(=O)CC(=O)c3sc(-c4cccnc4)nc3C)c(CC)c2)cc(CC)c1NC(=O)C(=O)CC(=O)c1sc(-c2cccnc2)nc1C	89&99[100 µM]
CC1CC(=O)N(N(C)C)C(C#N)(C#N)C1(C#N)C#N (centres undefined)	-98*[100 µM]
COC(=O)[C@@H]1CO[C@H](C(C)(C)C)N1C(=O)N1C=CC(=O)C[C@H]1C	94&82[100 µM]
N=C1C(=N)c2ccccc2-c2ccccc21	-56*![100 µM]
CCOc1ccc(NC(=O)C(=O)Nn2c(N)nnc2N)cc1	82&63[100 µM]
COc1ccccc1N(CN1C(=O)CCC1C(=O)O)C(C)=O (centres undefined)	101&84[100 µM]
COc1cccc2c(=O)c3c(n(C)c12)OC(C(C)C)C3 (centres undefined)	79&60[100 µM]
O=C1NC(N/N=C\C(O)C(O)C(O)C(O)CO)=N/C1=C\c1ccc(Cl)cc1 (centres undefined)	-100*[100 µM]
Clc1cc2nnn(C3CCCO3)c2cc1Cl (centres undefined)	84&53[100 µM]
COC(=O)[C@H]1CO[C@@H](C(C)(C)C)N1C(=O)N1C=CC(=O)C[C@@H]1C	89&84[100 µM]
Cc1cc2nnn(C3CCCO3)c2cc1C (centres undefined)	97&77[100 µM]
Cc1n[nH]c(=O)n1N1C(=O)CCCC1=O	99&96[100 µM]
CCCCCCCC/C=C\CCCCCCC(F)C(=O)O (centres undefined)	86&101[12.5 µM]
COC(=O)C(C(=O)C(=O)NC1Nc2ccc(C)cc2S1)c1nc2ccc(Cl)cc2[nH]c1=O (centres undefined)	58&77[100 µM]
CCOCCOC(=O)C1CCC(=O)N1CN(C(C)=O)c1cc(OC)ccc1OC (centres undefined)	103&75[100 µM]
COc1ccc(C(F)(F)F)cc1NC(=O)O/N=C(/Cl)C(C)C	111&105[100 µM]
N#C/C(=C1\N=C(c2ccccc2O)Oc2ccccc21)c1ccc([N+](=O)[O-])cc1	48&56[100 µM]
CC(=N\N)/C(C)=N/N=C(C)/C(C)=N/N	105&86[100 µM]
C[C@]12CC[C@@H]3c4cc(Br)c(O)c(Br)c4CC[C@H]3[C@@H]1CC(Br)C2=O (some centres undefined)	-98*[100 µM]
CC(=O)Nc1cc2nc3n(c2cc1C)CCC3OC(C)=O (centres undefined)	108&132[100 µM]
COC1CC(OC2CCC3(C)C(=CCC4C3C(OC(C)=O)C(OC(=O)CC(C)C)C3(C)C(C(C)=O)CCC43O)C2)OC(C)C1OC1CC(OC)C(OC2CC(OC)C(OC3OC(C)C(OC4OC(CO)C(O)C(O)C4O)C(OC)C3O)C(C)O2)C(C)O1 (centres undefined)	73&73[75 µM]
CC1OC23CCCCC2C(C#N)(C#N)C1(C#N)C(=N)O3 (centres undefined)	-15*[100 µM]
CCc1n[nH]c(=O)n1N1C(=O)C2CCCCC2C1=O (centres undefined)	93&85[100 µM]
CC1=C(C2=C(C)C(=O)C(=O)c3cc(C)ccc32)c2ccc(C)cc2C(=O)C1=O	-100*[100 µM]
Cn1c(COC(=O)NC2CCCCC2)c(COC(=O)NC2CCCCC2)c2ccc3cc(C=O)ccc3c21	47[100 µM]
CC#CC#C/C(=C/C=CC(=O)OC)SC	66&73[100 µM]
O=c1[nH]c(Nc2ccc(Br)c(C(F)(F)F)c2)nc2nc[nH]c12	25&80[100 µM]
CC1OC(OC2C(O[C@H]3CC[C@@]4(C)C(=CC[C@H]5[C@@H]6C[C@@H]7O[C@]8(CC[C@H](C)CN8)[C@@H](C)[C@@H]7[C@@]6(C)CC[C@@H]54)C3)OC(CO)C(O)C2OC2OC(CO)C(O)C(O)C2O)C(O)C(O)C1O (some centres undefined)	-100*![100 µM]
O=C1c2ccccc2-c2c1c1ccccc1c(=O)n2CCO	-79*[100 µM]
CCCCCCCCCCCCCC1=C(O)C(=O)C(CC2=C(O)C(=O)C(CCCCCCCCCCCCC)=C(O)C2=O)=C(O)C1=O	-62*[100 µM]
Clc1ccc(C2C3COc4ccccc4C3=NN2c2ccccc2)cc1 (centres undefined)	0.3*![100 µM]
N#CC(=S)Nc1ccc(F)cc1	1.0*[100 µM]
CC(=O)C1=C(C)N2C(=NC3=C(CCc4ccccc43)C2c2ccc(F)cc2)S1 (centres undefined)	49&74[100 µM]
CC(C)CCCC(C)[C@H]1CC[C@H]2[C@@H]3CC[C@H]4C[C@@H](CCC=C(c5cc(Cl)c(O)c(C(=O)OC(C)C)c5)c5cc(Cl)c(O)c(C(=O)OC(C)C)c5)CC[C@]4(C)[C@H]3CC[C@]12C (some centres undefined)	95&93[50 µM]
Cc1cc(N2CCCC2)c([N+](=O)[O-])cc1[N+](=O)[O-]	32&65[100 µM]
O=c1ccc2ccc(O)cc2o1	100&79[100 µM]
COC1=CC(=O)N(C)C(O)C1(C#N)OC1OC(CO)C(O)C(O)C1O (centres undefined)	99&84[100 µM]
CC1CC2OC(=N)C1(C#N)C2(C#N)C#N (centres undefined)	96&102[100 µM]
CSc1nc(SC)c2ncn(C3CC(Oc4ccc(C)cc4)C(COc4ccc(C)cc4)O3)c2n1 (centres undefined)	63&83[100 µM]
C=C1C(=O)OC2CC3(C)CCCC(C)C3=CC12 (centres undefined)	-94*[100 µM]
CC1(C=O)CCC23COC4(CCC5C6(C)CCC(OC7OCC(OC8OC(CO)C(O)C(OC9OC(CO)C(O)C(O)C9O)C8OC8OCC(O)C(O)C8O)C(O)C7OC7OC(CO)C(O)C(O)C7O)C(C)(C)C6CCC5(C)C4(C)CC2O)C3C1 (centres undefined)	-57*[100 µM]
C[C@@H]1C[C@](O)([C@@H](C)Cl)C(=O)O[C@@H]2CCN3CC=C(COC(=O)[C@]1(C)O)[C@H]23	83&77[100 µM]
CCOc1nnnc2nc[nH]c12	70&85[100 µM]
CC(=O)c1ccc(NC(=O)/C(CC(=O)/C=C/c2ccccc2)=N/NC(N)=S)cc1	44&91[100 µM]
C=C1C2CCC3C4(C)CCCC(C)(C(=O)O)C4CCC3(C2)C1OC(=O)/C(C)=C/C (centres undefined)	-48*![100 µM]
O=[N+]([O-])c1cccc(-c2ncnc(-c3cccc([N+](=O)[O-])c3)n2)c1	0.5*![100 µM]
O=c1[nH]c(=O)n(C2CC(O)C(CO)O2)cc1Br (centres undefined)	19&72[100 µM]

Among those listed so far, three have a nitro group on carbon:
SMILES	UACC-62
N#C/C(=C1\N=C(c2ccccc2O)Oc2ccccc21)c1ccc([N+](=O)[O-])cc1	48&56[100 µM]
Cc1cc(N2CCCC2)c([N+](=O)[O-])cc1[N+](=O)[O-]	32&65[100 µM]
O=[N+]([O-])c1cccc(-c2ncnc(-c3cccc([N+](=O)[O-])c3)n2)c1	0.5*![100 µM]

In a second layout: entries from further up.
mol: CC1(C=O)CCC23COC4(CCC5C6(C)CCC(OC7OCC(OC8OC(CO)C(O)C(OC9OC(CO)C(O)C(O)C9O)C8OC8OCC(O)C(O)C8O)C(O)C7OC7OC(CO)C(O)C(O)C7O)C(C)(C)C6CCC5(C)C4(C)CC2O)C3C1 (centres undefined)
  UACC-62: -57*[100 µM]
mol: C[C@@H]1C[C@](O)([C@@H](C)Cl)C(=O)O[C@@H]2CCN3CC=C(COC(=O)[C@]1(C)O)[C@H]23
  UACC-62: 83&77[100 µM]
mol: CCOc1nnnc2nc[nH]c12
  UACC-62: 70&85[100 µM]
mol: CC(=O)c1ccc(NC(=O)/C(CC(=O)/C=C/c2ccccc2)=N/NC(N)=S)cc1
  UACC-62: 44&91[100 µM]

(next part)
SMILES	UACC-62
COC(=O)/C(=N\NC(N)=O)C(C(=O)C(=O)Nc1ccccc1OC)c1nc2ccc([N+](=O)[O-])cc2[nH]c1=O (centres undefined)	32&73[100 µM]
N#C/C=C1\C=CC(O)C(O)C1OC1OC(CO)C(O)C(O)C1O (centres undefined)	88&95[100 µM]
Cc1ccc(C(=O)Nc2ccc(CP(=O)(O)O)cc2CP(=O)(O)O)cc1NC(=O)c1cccc(N)c1	100&79[100 µM]
CC1CC(=O)N(N(C)C)C2(C#N)C(=O)N=C(N)C12C#N (centres undefined)	-93*[100 µM]
CCN(C)c1nc(N(C)CC)c2nc(N(C)CC)nc(N(C)CC)c2n1	80&91[100 µM]
COC1(OC)N=C(N)C2(C#N)C(C)=C3NCN(C)N=C3C12C#N (centres undefined)	96&91[100 µM]
CO/C(N)=C(\C#N)N=Cc1ccc2ccccc2c1	1.8*[100 µM]
CCC/C(Cl)=N\OC(=O)Nc1ccc(OC(F)(F)F)cc1	110&104[100 µM]
